L3MBTL1 block: L3MBTL1 (human) inhibition | AlphaScreen L3MBTL1–H3K9me1 peptide binding | Potency, µM (highest dose often 57.1 µM), for the others: at the highest dose activity, negative = inhibition, hits mostly inhibitors | hit rate 0.66% among 230,000 | AID 485360; further: on the % scale 0 is the no-effect control and ±100 the full control effect; nearly all actives have a fitted effect of over 60% in size
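First, the protein-peptide complex forms for 30 min at room temperature (L3MBTL1 50 nM, biotinylated H3K9me1 peptide 75 nM). Next, compounds are pin-transferred and incubated 30 min. Finally, AlphaScreen beads are added and read after 30 min.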
SMN2 splice enh: enhancers of SMN2 splice variant expression. HEK293 SMN2-luciferase splicing reporter, luminescence, 30-36 h. Potency, µM (top dose mostly 46.1 µM), inactives show at the highest dose activity change, positive = activation, hits mostly activators. hit rate 2.8% among 210,000; further: % of control where 0% means no effect; nearly all actives have a fitted effect of over 55% in size
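HEK293 cells carry an SMN2 minigene-luciferase reporter in which exon 7 inclusion puts luciferase in frame. Cells were seeded at 2000 cells/well, attached for 10-12 hours, then exposed to compounds for 30-36 hours at 37C before ONE-Glo luminescence.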
Luc counter: blocks Kinase-Glo luciferase, a counter-screen artifact; Q27757; Kinase-Glo luciferase, ATP luminescence, 8 min; Potency, µM (doses to about 38.3 µM), for inactives: at the top dose activity change, negative = inhibition, usual class: inhibitors; hit rate 0.28% among 200,000; AID 1379; further: on the % scale 0 is the no-effect control and ±100 the full control effect; nearly all actives have a fitted effect of over 60% in size
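Kinase-Glo luciferase light output from ATP and luciferin was measured with 10 uM ATP, within the enzyme's linear range. Buffer: 50 mM imidazole pH 7.2, 50 mM KCl, 7 mM MgCl2, 0.01% Tween 20, 0.05% BSA; luminescence read after 8 min at ambient temperature.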
LMNA splice mod: LMNA splicing modulation | HeLa LMNA splicing GFP/RFP minigene ratio, 48 h | hit rate 0.01% among 200,000 | AID 1487 | Potency, µM (highest dose often 46.1 µM), for the others: at the highest dose ratio change, negative = inhibition, usual class: inhibitors; active means well fitted inhibition curve with a large enough effect in the signal ratio, with a control signal flat, not every such curve was filed as active; inconclusive means small, poorly fitted or top-dose-only effect, or effect the other way, or a change in a side signal; the % refers to the signal ratio; further: on the % scale 0 is the no-effect control and ±100 the full control effect
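Read-out is the ratio of GFP to DsRed2 object intensity, acquired by 488 nm laser-scanning cytometry on HeLa lamin A-EGFP minigene reporter cells. Compound incubation 48 hrs at 37 °C in Opti-MEM with 2% FBS; DMSO 0.5% final.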
RECQ1 inh: blocks DNA unwinding by human RECQ1. P46063. Potency, µM (highest dose often 57.3 µM), inactives show at the top dose activity, negative = inhibition, hits mostly inhibitors. RECQ1 DNA unwinding, red fluorescence kinetic read. hit rate 0.54% among 240,000;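 further: plate controls were vehicle for no effect and no enzyme for full effect; nearly all actives have a fitted effect of over 30% in size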
Target sequence (P46063 whole entry, looked up): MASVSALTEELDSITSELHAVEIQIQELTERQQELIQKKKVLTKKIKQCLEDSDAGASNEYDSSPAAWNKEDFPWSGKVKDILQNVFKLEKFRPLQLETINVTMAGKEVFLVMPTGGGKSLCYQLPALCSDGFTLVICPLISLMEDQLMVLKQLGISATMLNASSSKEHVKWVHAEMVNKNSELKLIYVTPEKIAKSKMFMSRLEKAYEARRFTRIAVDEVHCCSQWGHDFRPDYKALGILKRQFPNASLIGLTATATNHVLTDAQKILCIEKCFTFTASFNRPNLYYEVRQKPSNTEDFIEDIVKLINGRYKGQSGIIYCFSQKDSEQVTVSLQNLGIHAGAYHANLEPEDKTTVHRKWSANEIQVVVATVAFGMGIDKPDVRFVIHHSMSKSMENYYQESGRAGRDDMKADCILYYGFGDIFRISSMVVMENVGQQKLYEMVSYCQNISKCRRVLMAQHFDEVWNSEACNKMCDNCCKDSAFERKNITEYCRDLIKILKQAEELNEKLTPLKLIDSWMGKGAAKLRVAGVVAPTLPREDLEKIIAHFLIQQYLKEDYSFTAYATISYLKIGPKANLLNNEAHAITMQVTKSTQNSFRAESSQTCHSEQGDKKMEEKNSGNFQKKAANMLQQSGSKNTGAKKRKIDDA
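50 nM RECQ1T1 preincubated 15 min with compound in Tris pH 8.0 buffer with MgCl2, DTT, Tween-20 and 2.5 ug/ml poly(dI-dC); started with 200 nM TAMRA/BHQ-2 forked duplex and 2 mM ATP. Unwinding read as fluorescence (525/598 nm), two reads 2 h apart.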
ALDH1A1 inh: blocks purified human ALDH1A1 activity; P00352; Purified ALDH1A1, NADH fluorescence, propionaldehyde substrate; Potency, µM (highest dose often 75.3 µM), for the others: at the highest dose activity, negative = inhibition, most hits filed as inhibitors; hit rate 7.3% among 220,000; active means well fitted inhibition curve with a large enough effect, not every such curve was filed as active; inconclusive means small, poorly fitted or top-dose-only effect, or another doubt; inactive means no such curve, though single readings can be large or run the other way;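 further: plate controls were no enzyme wells and a reference inhibitor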
Tau ThT inhib: blocks human tau fibril formation measured by thioflavin T. Potency, µM (doses to about 57.4 µM), for the others: at the highest dose activity, negative = inhibition, most hits filed as inhibitors. P10636. recombinant tau K18 P301L (four-repeat tau fragment), heparin-induced fibrillization, ThT fluorescence. hit rate 2.1% among 270,000; further: on the % scale 0 is the no-effect control and ±100 the full control effect; nearly all actives have a fitted effect of over 55% in size
Target sequence (P10636 561-689 P618L limits assumed): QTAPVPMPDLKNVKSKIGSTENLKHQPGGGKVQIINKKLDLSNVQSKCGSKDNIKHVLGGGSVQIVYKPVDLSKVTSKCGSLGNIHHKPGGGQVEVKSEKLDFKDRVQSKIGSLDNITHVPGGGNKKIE
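Tau K18 P301L fragment (15 uM unlabeled plus 0.24 uM Alexa 594-labeled) in 100 mM sodium acetate pH 7 with compound, fibrillization induced by 20 uM heparin for 6 hr at 37 C. Thioflavin T (30 uM) added, fluorescence read after 1 hr (ex 450, em 510 nm).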
JMJD2E inh: blocks human JMJD2E demethylase activity; hit rate 1.6% among 230,000; AID 2147; JMJD2E catalytic domain, FDH-coupled NADH fluorescence (FDH is formaldehyde dehydrogenase); B2RXH2; Potency, µM (series often up to 57.1 µM), for inactives: at the highest dose activity change, negative = inhibition, most hits filed as inhibitors; active means well fitted inhibition curve with a large enough effect, not every such curve was filed as active; inconclusive means small, poorly fitted or top-dose-only effect, or another doubt; inactive means no such curve, though single readings can be large or run the other way;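 further: 0% = wells with enzyme and -100% = buffer wells without enzyme; nearly all actives have a fitted effect of over 50% in size; many of its hits are not listed in these tables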
The depositor's hits bear a star; i = inactive; ? = inconclusive; nt = not tested or not shown; [ ] = another dose, or the depositor's remark. Unless noted, the call rests on the fitted dose curve; in most records, active means well fitted curve in the direction sought with a large enough effect; inconclusive means small, poorly fitted or top-dose-only effect, or another doubt; inactive means no such curve, though single readings can be large; an effect the other way counts as inactive or inconclusive. Potency means the concentration at half of the fitted maximal effect. Only part of the results is shown, so the mix of outcomes need not match the whole.

1) Cc1c(C(=O)Nc2cnccn2)oc2ccccc12
2) O=[N+]([O-])c1cc(S(=O)(=O)Nc2ccccc2)ccc1NCc1ccccc1
3) Cc1ccsc1C(=O)N1CCCC(C(=O)c2cc(F)ccc2F)C1 (configuration not stated)
4) COc1ccccc1C(=O)NCCc1nc2ccccc2[nH]1
5) Cc1cc(C)cc(SCc2noc(C(=O)NCC3CCCO3)c2C(=O)O)c1 (configuration not stated)
6) COc1ccc(C2C(C(=O)c3cccs3)=C(O)C(=O)N2c2nnc(C)s2)cc1OC (configuration not stated)

Assay by compound	1	2	3	4	5	6
L3MBTL1 block	8%	-19%	2%	2%	6%	4%
SMN2 splice enh	11µM*	8%	nt	-23%	3%	-4%
Luc counter	1%	1%	nt	11%	6%	4%
LMNA splice mod	?	?	nt	11%	16%[0.0737 µM]	-1%
RECQ1 inh	0%	-17%	i	i	-8%	1%
ALDH1A1 inh	5%	-7%	-9%	1%	0%	-4%
Tau ThT inhib	-12%	?	5%	-3%	0%	-2%
JMJD2E inh	-5%	-4%	5%	6%	-4%	-10%

7) COc1cc(NC(=O)Nc2ccc3c(c2)OCO3)cc(OC)c1OC
8) O=C(CC(C(=O)O)c1ccccc1)Nc1cccc2ccccc12 (configuration not stated)
9) Cc1nnc(SCC(=O)N2CCOCC2)c2ccccc12
10) Cc1cccc(C(c2c(C)nn(-c3ccccc3)c2N)c2c(C)nn(-c3ccccc3)c2N)c1
11) CC(/C=N/n1c(-c2ccco2)n[nH]c1=S)=C\c1ccco1
12) Cc1cc(C)nc(NC(C)(C)C(=O)O)n1

Assay by compound	7	8	9	10	11	12
L3MBTL1 block	nt	3%	0%	-15%	-21%	4%
SMN2 splice enh	-8%	5%	nt	0%	6%	nt
Luc counter	2%	0%	nt	0%	1%	1%
LMNA splice mod	nt	-7%	-8%	-29%	-12%	9%[46 µM]
RECQ1 inh	-4%	1%	i	-4%	-1%	-7%
ALDH1A1 inh	8%	21%	-12%	11%	32µM*	-7%
Tau ThT inhib	-5%	-6%	?	?	?	-7%
JMJD2E inh	4%	0%	4%	-12%	?	-2%

13) O=C(CC(c1ccccc1)c1ccccc1)NCCO
14) Fc1ccc(COc2ccccc2-c2ccnc3ncnn23)cc1
15) COc1cc(C2CC(=O)Nc3ccccc3S2)cc(OC)c1OC (configuration not stated)
16) O=C(CSc1ccc2c(c1)OCCO2)Nc1cccc(S(=O)(=O)N2CCCCC2)c1
17) O=C(Nc1ccc(-c2noc(COc3ccccc3Cl)n2)cc1)c1ccco1
18) C/C(CC(=O)Nc1cc(Cl)ccc1Cl)=N\NC(=O)c1ccccc1Br

Assay by compound	13	14	15	16	17	18
L3MBTL1 block	nt	1%	8%[11.4 µM]	-6%	?	-2%
SMN2 splice enh	21%	23%	7%	-22%	11µM*	-6%
Luc counter	2%	3%	1%	0%	-26%	9%
LMNA splice mod	-2%	nt	-14%	?	1%	0%[46 µM]
RECQ1 inh	-4%	-2%	1%	-6%	i	-10%
ALDH1A1 inh	2%	?	?	?	?	?
Tau ThT inhib	11%	-4%	9%	-2%	-8%	-17%
JMJD2E inh	1%	?	-3%	7%	?	4%

19) Cc1nnc2sc(SCC(=O)Nc3nccs3)nn2c1=O
20) O=C1CCCC2=C1C(c1cccs1)n1nc(SCc3ccccc3)nc1N2 (configuration not stated)
21) Cn1cccc1C(=O)N1CCC2(CC1)CCN(c1ncccn1)CC2
22) N[C@H](COP(=O)(O)O)C(=O)O
23) CC(=O)CSc1ccc(-c2nc3cc(C)c(C)cc3[nH]2)cn1
24) C/C(CC(=O)N1CCN(C=O)CC1)=N\NC(=O)c1ccc(Cl)cc1

Assay by compound	19	20	21	22	23	24
L3MBTL1 block	9%	8%	nt	nt	-5%	3%
SMN2 splice enh	16%	-26%	-36%[inhibitor]	-1%	nt	nt
Luc counter	-3%	-2%	3%	nt	-1%	-1%
LMNA splice mod	-5%	-10%	nt	nt	13%[46 µM]	nt
RECQ1 inh	-4%	-1%	-9%	i	15%	i
ALDH1A1 inh	9%	?	-4%	?	8%	?
Tau ThT inhib	?	-4%	nt	2%	-4%	-8%
JMJD2E inh	-2%	?	nt	nt	-19%	-1%

25) Cn1ncc(Br)c1C(=O)N1CCN(C(=O)c2ccco2)CC1
26) Cc1ccc(OCC(=O)Nc2ccc3c(c2)CCC3)c([N+](=O)[O-])n1
27) O=[N+]([O-])c1ccc(-c2cn(-c3ccccc3F)c(=S)[nH]2)cc1
28) CC(=O)NC1=NC(=O)/C(=C/N2CCOCC2)S1
29) Cc1ccc(S(=O)(=O)N/N=C\c2cc3c(cc2[N+](=O)[O-])OCO3)cc1
30) O=C(CSc1ccc2nnc(-c3ccccc3)n2n1)N1CCCc2ccccc21

Assay by compound	25	26	27	28	29	30
L3MBTL1 block	-3%	-10%	-7%	nt	4%	32%
SMN2 splice enh	7%	17%	14%	?	17%	-12%
Luc counter	2%	0%	0%	-5%	-1%	0%
LMNA splice mod	4%	-27%[46 µM]	nt	5%	?	-17%
RECQ1 inh	-6%	-15%	-11%	13%	-1%	-2%
ALDH1A1 inh	14%	?	11%	-4%	1.3µM*	-10%
Tau ThT inhib	3%	-16%	?	-11%	?	-2%
JMJD2E inh	7%	6%	5%	-13%	4%	-4%

31) Cc1occc1C(=O)NCc1ccccc1
32) CCSc1nc2ccccc2n1CC(N)=O
33) CN1CCN(C(=O)c2cnn3c2NC(c2ccccc2)CC3C(F)(F)F)CC1 (configuration not stated)
34) Cc1ccc(-c2nnc(SCC(=O)Nc3ccc4c(c3)OCCO4)n2N)cc1
35) CC(=O)c1cccc(NC(=O)N2CCCC2C(=O)NCc2ccc(C)cc2)c1 (configuration not stated)
36) CC(C)CC(NC(=O)C1CCC(C)CC1)C(=O)Nc1cccnc1 (configuration not stated)

Assay by compound	31	32	33	34	35	36
L3MBTL1 block	6%	-5%	-7%	-2%	1%	3%
SMN2 splice enh	-3%	6%	5%	3%	-3%	?
Luc counter	-4%	0%	0%	-1%	4%	1%
LMNA splice mod	-4%	-12%	4%[46 µM]	5%	-10%	-7%
RECQ1 inh	i	-7%	i	-24%	-2%	i
ALDH1A1 inh	-2%	-2%	22%	6%	7%	-4%
Tau ThT inhib	-14%	-1%	-3%	1%	-3%	-6%
JMJD2E inh	-5%	17%	-5%	4%	6%	5%

Some of these compounds in order of heavy-atom count, smallest number first.
32) CCSc1nc2ccccc2n1CC(N)=O
36) CC(C)CC(NC(=O)C1CCC(C)CC1)C(=O)Nc1cccnc1 (configuration not stated)
33) CN1CCN(C(=O)c2cnn3c2NC(c2ccccc2)CC3C(F)(F)F)CC1 (configuration not stated)
30) O=C(CSc1ccc2nnc(-c3ccccc3)n2n1)N1CCCc2ccccc21

Assay by compound	32	36	33	30
L3MBTL1 block	-5%	3%	-7%	32%
SMN2 splice enh	6%	?	5%	-12%
Luc counter	0%	1%	0%	0%
LMNA splice mod	-12%	-7%	4%[46 µM]	-17%
RECQ1 inh	-7%	i	i	-2%
ALDH1A1 inh	-2%	-4%	22%	-10%
Tau ThT inhib	-1%	-6%	-3%	-2%
JMJD2E inh	17%	5%	-5%	-4%

(more compounds)
37) COc1cc2[nH]ccc(=O)c2cc1OC
38) COc1cccc(CN2CCN(Cc3ccc(O)cc3)CC2CCO)c1 (configuration not stated)
39) CC(=O)Nc1nc2c(c3c1c(=O)oc1ccccc13)CCCCC2
40) O=C(NC1CCCCC1)N1CCCC(c2nc3ccccc3[nH]2)C1 (configuration not stated)
41) O=C1c2cccnc2C(=O)N1Cc1ccc(Cl)cc1
42) C/C(N)=C(/C#N)C(=O)CSc1n[nH]c(-c2cccs2)n1

Assay by compound	37	38	39	40	41	42
L3MBTL1 block	2%	-1%	nt	nt	nt	nt
SMN2 splice enh	-21%	0%	5%	14%	-2%	26%
Luc counter	0%	-4%	-1%	16%	-2%	0%
LMNA splice mod	-1%	13%[46 µM]	-2%	3%	-1%	nt
RECQ1 inh	i	i	-8%	-9%	-10%	-2%
ALDH1A1 inh	1%	-6%	5%	6%	-13%	-9%
Tau ThT inhib	-3%	1%	-10%	-11%	-2%	-9%
JMJD2E inh	-7%	-4%	?	5%	-5%	-3%

43) Cc1ccc(Cn2ncc3c(N4CCCC4)ncnc32)cc1
44) O=C(NCCc1ccccc1)c1ccc(-c2ccccc2Cl)o1
45) COc1ccccc1C(=O)n1nc(-c2ccco2)nc1N
46) COc1ccccc1NC(=O)Cn1cc(C(=O)c2ccco2)c2ccccc21
47) COc1ccc(CCNC(=O)CSc2nnc(-c3cccc(F)c3)o2)cc1OC
48) c1ccc(Cn2nnc3c(N4CCc5ccccc5C4)ncnc32)cc1
49) COc1ccc(CNC(=O)C2CCNCC2)cc1
50) Cc1nnc(SCC(=O)NCCN2C(=O)CSC2=O)s1

Assay by compound	43	44	45	46	47	48	49	50
L3MBTL1 block	nt	20%	nt	-5%	2%	10%	12%	9%
SMN2 splice enh	22%	28%	7%	-11%	-19%	-9%	-39%[inhibitor]	-30%
Luc counter	3%	1%	2%	-3%	-4%	0%	-1%	0%
LMNA splice mod	-4%	-1%	-9%	?	-9%	10%	12%	-6%
RECQ1 inh	0%	-13%	i	i	-9%	2%	-3%	-11%
ALDH1A1 inh	-25%	?	0%	-16%	1%	?	?	14%
Tau ThT inhib	-16%	?	0%	-15%	-8%	?	-8%	-7%
JMJD2E inh	5%	-23%	1%	?	-6%	?	2%	1%
